# TDP1 cell noCPT: qHTS for Inhibitors of human tyrosyl-DNA phosphodiesterase 1 (TDP1): qHTS in cells in absence of CPT | actives 15% (n = 420,000) | DT40 Tdp1-/- hTDP1 cells, no CPT, ATP luminescence, 48 h | Potency, µM (top dose mostly 46.2 µM), for the others: at the highest dose activity change, negative = growth inhibition, most hits filed as inhibitors; further: nearly all actives have a fitted effect of over 55% in size
#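 Luminescent ATP content (CellTiter-Glo) served as the growth readout. Knockout chicken DT40 cells expressing human TDP1 were exposed to compounds without camptothecin for a minimum 48 hr at 37 °C.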
# DT40 TDP1 CPT: DT40-hTDP1 cell growth loss with CPT. chicken DT40 Tdp1-/-;hTDP1 cells + 20 nM CPT, ATP luminescence, 48 h. Potency, µM (doses to about 46.2 µM), for the others: top-dose activity change, negative = growth inhibition, hits mostly inhibitors. actives 12% (n = 420,000). AID 686979; further: nearly all actives have a fitted effect of over 55% in size
#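 Chicken DT40 Tdp1-/- cells stably complemented with human TDP1 were seeded at 400 cells/well in medium containing 20 nM camptothecin, exposed to pin-transferred compounds, and grown at 37 °C for at least 48 hr. Viability was read as ATP luminescence.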
# KAT2A inh: GCN5L2 (KAT2A) acetyltransferase inhibition; Q92830; GCN5L2 HAT assay, ThioGlo1 CoA-SH fluorescence; Potency, µM (doses to about 58.9 µM), for inactives: at the top dose activity change, negative = inhibition, actives largely listed as inhibitors; actives 0.21% (n = 390,000); AID 504327
# Target sequence (Q92830 whole entry, looked up): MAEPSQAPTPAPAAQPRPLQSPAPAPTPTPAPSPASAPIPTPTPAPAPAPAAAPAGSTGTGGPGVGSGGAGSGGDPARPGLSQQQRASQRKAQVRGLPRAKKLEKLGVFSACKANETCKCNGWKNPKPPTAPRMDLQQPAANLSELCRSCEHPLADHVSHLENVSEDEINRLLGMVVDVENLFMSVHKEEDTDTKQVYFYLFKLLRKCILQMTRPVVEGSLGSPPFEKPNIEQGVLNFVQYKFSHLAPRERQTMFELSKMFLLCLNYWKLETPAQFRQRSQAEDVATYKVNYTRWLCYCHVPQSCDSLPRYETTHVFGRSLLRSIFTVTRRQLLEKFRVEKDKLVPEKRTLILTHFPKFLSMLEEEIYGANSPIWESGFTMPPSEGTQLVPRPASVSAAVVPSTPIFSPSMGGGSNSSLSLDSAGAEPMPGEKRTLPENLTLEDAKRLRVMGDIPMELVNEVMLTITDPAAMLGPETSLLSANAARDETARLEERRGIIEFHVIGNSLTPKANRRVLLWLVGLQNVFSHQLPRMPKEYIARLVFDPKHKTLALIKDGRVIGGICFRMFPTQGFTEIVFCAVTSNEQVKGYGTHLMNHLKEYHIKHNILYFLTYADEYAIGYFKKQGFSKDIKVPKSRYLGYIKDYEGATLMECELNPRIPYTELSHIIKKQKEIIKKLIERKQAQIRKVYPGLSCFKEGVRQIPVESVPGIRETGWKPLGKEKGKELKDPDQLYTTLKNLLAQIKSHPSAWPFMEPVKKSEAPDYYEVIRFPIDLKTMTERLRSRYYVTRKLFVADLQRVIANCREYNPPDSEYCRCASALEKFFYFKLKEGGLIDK
#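 ThioGlo1-coupled HAT assay: 20nM GCN5L2, 70uM acetyl-CoA, 75uM H3(1-25) peptide, pH 7.5. Fluorescence read at 340/540nm at start and after 20 min at room temperature.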
# * hit, by the source's call; ? = inconclusive; . = no result given. The call rests on the fitted dose curve; in most records, active means well fitted curve in the direction sought with a large enough effect; inconclusive means small, poorly fitted or top-dose-only effect, or another doubt; inactive means no such curve, though single readings can be large; an effect the other way counts as inactive or inconclusive. On the % scale 0 is the no-effect control and ±100 the full control effect; potency means the concentration at half of the fitted maximal effect.
SMILES	TDP1 cell noCPT	DT40 TDP1 CPT	KAT2A inh
C[C@H]1CN([C@@H](C)CO)C(=O)CCCn2cc(nn2)CO[C@@H]1CN(C)C(=O)Nc1ccc(-c2cccs2)cc1	1%	-7%	.
COc1ccccc1OCc1ccc(C(=O)NC(C)c2ccccc2)o1 (stereo unspecified)	?	1%	-6%
O=C(CCn1nc(-c2ccccc2)c2ccccc2c1=O)NCC1CCCO1 (stereo unspecified)	-20%	-1%	-4%
COc1cc(C(=O)OC(C)C(=O)NC2CCCCC2C)c([N+](=O)[O-])cc1OC (stereo unspecified)	?	?	-2%
CCCc1nnc(NC(=O)C(CC)OC(=O)c2cc(C)nc3ccccc23)s1 (stereo unspecified)	?	-27%	?
CCN(CC)CCNC(=O)/C(=C\c1cccn1C)NC(=O)c1cccs1	2%	12%	-4%
COc1ccc(NC(=S)NCc2ccc(F)cc2)c(OC)c1	?	8%	-3%
O=[N+]([O-])c1ccc2[nH]c(O)c(N=NC(=S)NCC3CCCO3)c2c1 (stereo unspecified)	15µM*	?	-4%
O=C(NCC(=O)N1CCN(Cc2ccccc2)CC1)c1ccccc1Cl	1%	-13%	.
CCOc1ncccc1C(=O)OCC(=O)Nc1cc(C)ccc1C	-11%	-10%	-3%
CCCC(C(=O)NC1CCCC1)N(CC1CCCO1)C(=O)c1snc(C(N)=O)c1N (stereo unspecified)	2%	2%	-4%
Cc1nn(C)c(N)c1C(O)(c1nccn1C)C(F)(F)F (stereo unspecified)	4%	8%	6%
O=C(c1cc(COc2ccc3ncccc3c2)on1)N1CCCCCC1	2.6µM*	4.1µM*	3%
CCOC(=O)c1c(NC(=O)COc2cccc(C)c2C)sc(C(C)=O)c1C	-6%	4%	1%
CC1CCN(C(=O)CSc2nnc(-c3ccccc3Cl)o2)CC1	?	?	-1%
O=C1CC2(CCN(C(=O)c3ccccc3[N+](=O)[O-])CC2)Oc2ccccc21	?	?	-1%
O=C(Nc1sccc1C(=O)N1CCOCC1)c1cccnc1	-13%	?	?
COc1ccc(CCC(=O)OCC(=O)c2c(N)n(CC(C)C)c(=O)n(C)c2=O)cc1	?	?	-5%
COc1ccc(CCN(Cc2ccccn2)C(=S)Nc2ccccc2Cl)cc1OC	-22%	1%	-12%
Cc1ccc2[nH]c(=O)cc(C(=O)OCC(=O)c3ccccc3)c2c1	-12%	-13%	-5%
CCCc1c(C)[nH]c2ccc(NC(C)=O)cc2c1=O	-15%	0%	-10%
COC(=O)C[C@H]1CC[C@H](NC(=O)c2cccc(F)c2)[C@@H](CO)O1	17%	9%	.
O=C(NCc1ccccc1Cl)C1CCN(S(=O)(=O)c2cccs2)CC1	?	-5%	-6%
O=C(CN(C(=O)CSc1nc2ccccc2o1)c1ccccc1F)NC1CCCCC1	-17%	?	2%
COCCN1C(=O)C(O)=C(C(C)=O)C1c1ccc(F)cc1 (stereo unspecified)	5%	9%	-13%

# Remaining list, next part
SMILES	TDP1 cell noCPT	DT40 TDP1 CPT	KAT2A inh
Cc1cc(N(CC(=O)NC(C)C)S(C)(=O)=O)ccc1Br	-3%	-5%	2%
COc1ccc(CC(=O)Nc2c(C(=O)N3CCN(c4ncccn4)CC3)oc3ccccc23)cc1	-20%	-1%	-21%
CCOC(=O)C1CCCN(c2c(NCCCN(C)Cc3ccccc3)c(=O)c2=O)C1 (stereo unspecified)	-7%	-13%	-5%
CCCCCCCCN1C(=O)[C@H](CC(=O)N2CCN(C(=O)OCC)CC2)C[C@@]2(C(=O)OC)CCCCC=C12	21µM*	?	.
COc1cccc(NC(=O)c2ccccc2N2C(=O)C3C4C=CC(C4)C3C2=O)c1 (stereo unspecified)	-17%	-2%	-2%
CS(=O)(=O)N1CCN(C(=O)c2cc(-c3ccccc3)nc3ccccc23)CC1	-21%	?	-7%
O=C(OCCCN1CCCCC1)c1ccc(O)cc1	8%	1%	-3%
Cc1csc2nc(COC(=O)c3ccccc3NC(=O)c3ccccc3Cl)cc(=O)n12	12µM*	?	-13%
Cc1cc(S(=O)(=O)N2CCOCC2)ccc1OCC(=O)Nc1ccc(F)cc1F	9%	-1%	1%
O=C(CNC(=O)c1ccc(Cl)cc1)Nc1ccccc1C(F)(F)F	-3%	-9%	-16%
CCCCC(NC(=O)Cc1c(C)c2cc3c4c(oc3c(C)c2oc1=O)CCCC4)C(=O)O (stereo unspecified)	6%	1%	-13%
N#C/C(=C(/O)c1ccc2c(c1)OCO2)c1nc2cc(C(F)(F)F)ccc2s1	15µM*	10µM*	-4%
COc1ccc(C/C(C)=N/NC(=O)c2cccnc2)cc1	-13%	-10%	26%
Cc1onc(-c2ccccc2)c1C(=O)N1CCCCCC1	3%	-8%	-4%
COc1ccc(NC(=O)N2CC3(CCN(C(C)=O)CC3)C2)cc1	11%	8%	-3%
CCCn1c(N)c(N(CCOC)C(=O)COC(=O)c2ccccc2NCCO)c(=O)[nH]c1=O	-3%	-8%	-5%
CC(NC(=O)c1ccco1)C(=O)OCC(=O)N1CCCCCC1 (stereo unspecified)	2%	3%	0%
CCOc1cc(C(=O)NCC(c2ccc(N(C)C)cc2)N2CCOCC2)cc(OCC)c1OCC (stereo unspecified)	18µM*	21µM*	-1%
Cn1cc(S(=O)(=O)N2CCc3ccccc32)cc1C(=O)NC(C)(C)C	2.6µM*	3.3µM*	-16%
O=c1[nH]c2nc(Cl)nc(Cl)c2[nH]1	-21%	-13%	.
C[C@H](NC(=O)c1nc[nH]c1C(=O)N[C@@H](C)c1ccccc1)c1ccccc1	?	?	-5%
CCc1ccc(OCC(=O)N/N=C(\C)c2ccc(-n3ccnc3)cc2)cc1	16µM*	?	-1%
CCOc1ncccc1C(=O)NCc1ccccc1F	-3%	13%	-4%
O=C(NCCCN1CCOCC1)c1ccc(S(=O)(=O)N2CCOCC2)cc1	2%	5%	8%
Cc1ccc(Cl)cc1-c1cc(C(=O)N2CCN(c3ccncc3)CC2)[nH]n1	?	?	.

# The last 2 entries of the section above are carried over, then new ones follow:
SMILES	TDP1 cell noCPT	DT40 TDP1 CPT	KAT2A inh
O=C(NCCCN1CCOCC1)c1ccc(S(=O)(=O)N2CCOCC2)cc1	2%	5%	8%
Cc1ccc(Cl)cc1-c1cc(C(=O)N2CCN(c3ccncc3)CC2)[nH]n1	?	?	.
CCN1CCN(c2ccc(S(=O)(=O)N3CCCCC3)cc2NC(=O)CC(NC(C)=O)c2ccccc2)CC1 (stereo unspecified)	-15%	-1%	-3%
COc1ccc(CNC(=O)c2ccc(Cn3cc(Cl)cn3)o2)cc1	-16%	7%	-25%
CCC(=O)Nc1ccc(C(=O)CSc2nnc(CNc3ccc(Cl)cc3)o2)cc1OC	13µM*	21µM*	1%
Cc1coc2cc3oc(=O)c(CCC(=O)NCCN4CCOCC4)c(C)c3cc12	?	?	-22%
O=C(COc1ccc(Cl)cc1)N1CCN(Cc2ccc3c(c2)OCO3)CC1	?	?	-4%
CCCC(C)(C)C(=O)N1CCC1(C)C(=O)NS(=O)(=O)c1ccc(Cl)cc1 (stereo unspecified)	2%	-28%	.
C/C(=N/NC(=O)c1ccc(Cl)s1)c1cccnc1	-1%	-18%	?
O=C1NN=C(c2ccc(Cl)cc2)CC1c1c[nH]c2ccccc12 (stereo unspecified)	?	?	-11%
CCCCn1c(NC(=O)c2ccco2)c(S(=O)(=O)c2ccc(C)cc2)c2nc3ccccc3nc21	?	?	-11%
COc1cccc(C(=O)NCC(c2ccc(N(C)C)cc2)N2CCc3ccccc32)c1 (stereo unspecified)	?	8.2µM*	-2%
O=C(CCN1C(=O)/C(=C/c2ccc3c(c2)OCO3)SC1=S)Nc1ccc(C(=O)O)cc1	-4%	-34%	-25%
COc1ccc(N(Cc2nnc3n2CCCCC3)C(=O)Nc2ccccc2)cc1	1%	?	1%
Cc1ccc(CNS(=O)(=O)c2c(C(=O)N3CCCCCC3)c(C)n(C)c2C)cc1	0%	-10%	0%
COc1ccc(NC(=O)CCC(=O)N(Cc2ccc(OC)c(OC)c2)c2nccs2)cc1	-12%	0%	-14%
Cc1ccccc1-c1cc2nc(OCC3CCCO3)n(C)c(=O)c2s1 (stereo unspecified)	?	?	.
C=CC(=O)NC(C)(C)Cc1ccccc1	-9%	-31%	18µM*
CC1CCCN(c2nc3c(c(=O)n(C)c(=O)n3C)n2Cc2ccccc2)C1 (stereo unspecified)	23µM*	?	-3%
CCCn1c(C(C)NC(=O)c2ccccc2)n[nH]c1=S (stereo unspecified)	-24%	1%	-4%
O=C1NC2(CCCCCC2)Oc2ccccc21	1%	-7%	-1%
CCN(CC)C(=O)CSc1nnc(-c2ccccn2)n1-c1ccccc1OC	-3%	-17%	9%
O=C1CC2(CCCC2)CC(=O)N1CCNCC1COc2ccccc2O1 (stereo unspecified)	-22%	-17%	-12%
O=C(Nc1ccnn1C1CCN(C2CCC2)CC1)c1ccccc1	-2%	4%	-20%
COC(=O)CCC(=O)N1CCCC(N2CCN(c3cccc(C(F)(F)F)c3)CC2)C1 (stereo unspecified)	-29%	?	-8%
CCNC(=S)NS(=O)(=O)c1ccc(Cl)cc1	-8%	-10%	-2%
COc1ccc(NC(=S)NCCc2ccc(Cl)cc2)c(OC)c1	?	?	-4%

# A different layout for part of the listing above.
# Each structure is followed by: TDP1 cell noCPT	DT40 TDP1 CPT	KAT2A inh
- C[C@H](NC(=O)c1nc[nH]c1C(=O)N[C@@H](C)c1ccccc1)c1ccccc1
  ?	?	-5%
- C=CC(=O)NC(C)(C)Cc1ccccc1
  -9%	-31%	18µM*
- Cc1cc(N(CC(=O)NC(C)C)S(C)(=O)=O)ccc1Br
  -3%	-5%	2%
- Cc1coc2cc3oc(=O)c(CCC(=O)NCCN4CCOCC4)c(C)c3cc12
  ?	?	-22%
- CC(NC(=O)c1ccco1)C(=O)OCC(=O)N1CCCCCC1 (stereo unspecified)
  2%	3%	0%
- Cc1nn(C)c(N)c1C(O)(c1nccn1C)C(F)(F)F (stereo unspecified)
  4%	8%	6%

# Following part.
SMILES	TDP1 cell noCPT	DT40 TDP1 CPT	KAT2A inh
COCCCNC(=O)c1ccc(Cn2c(=O)c3ccccc3n(Cc3cc(C)ccc3C)c2=O)cc1	-16%	-4%	-7%
COC(=O)c1ccc2nc(-c3ccccc3)c(Cc3ccc(OC)cc3C)n2c1	23µM*	?	.
O=C(COC(=O)c1ccco1)c1ccc(S(=O)(=O)N2CCCCC2)cc1	2%	-15%	-4%
COC(=O)N1CCN(CCc2ccccc2)CC1	-16%	-7%	1%
Cc1cccc(C(=O)Nc2ccnc(-c3ccncc3)n2)c1	?	?	-7%
COc1ccc(NC(=O)Nc2ccc3c(c2)CC(=O)N([C@H](C)CO)C[C@@H](C)[C@H](CN(C)C(=O)Nc2ccccc2)O3)cc1	-19%	-16%	0%
COc1ccc([C@@H]2[C@@H]3C(=O)N(C(C)(C)C)C(=O)[C@@H]3[C@]3(Cc4ccccc4)C(=O)N(c4cccc(F)c4)C(=O)N23)cc1	-21%	?	-15%
Cc1ccc(CCNC(=O)C2CCN(S(=O)(=O)N3CCCCC3)CC2)cc1	-25%	-4%	-19%
C#CCOc1ccc(C2C3=C(CC(C)(C)CC3=O)N(CC(=O)O)C3=C2C(=O)CC(C)(C)C3)cc1	-1%	5%	-18%
C=CCNc1nc(Cl)nc(Nc2ccc(OCC)cc2)n1	4%	?	30%
CSCc1c(C(=O)Nc2ccc(N3CCOCC3)cc2)oc2ccccc12	-24%	-18%	-5%
Cc1nn(Cc2ccccc2)c(C)c1NC(=O)CSc1nc2c(c(C(F)(F)F)n1)CCc1ccccc1-2	?	?	2%
CCOC(=O)CSc1nc(-c2ccccc2)nc2ccc(C)cc12	-24%	-7%	7%
CCOc1ccc(OCCC(=O)OCC(=O)c2c(N)n(CC(C)C)c(=O)n(C)c2=O)cc1	?	?	.
O=C(CC(NC(=O)OCc1ccccc1)c1nn[nH]n1)OCc1ccccc1 (stereo unspecified)	-11%	-4%	.
COc1cc(NC(=O)C2=C(C)OCCS2)c(Cl)cc1C(=O)NCCCN1CCCC(C)C1 (stereo unspecified)	?	?	.
CCSc1nnc(Cc2cc(=O)[nH]c(=O)[nH]2)n1-c1ccc(Cl)cc1	-6%	-1%	-1%
O=C1CSCC(=O)N1Cc1ccc(Cl)cc1Cl	-4%	9%	-15%
COc1cccc(C2=NOC(C(=O)NCC3CCCO3)C2)c1 (stereo unspecified)	-9%	-10%	19%

# Screens: PubChem BioAssay, National Center for Advancing Translational Sciences (NCATS)
